# FAS TE block – inhibitors of human fatty acid synthase thioesterase domain. inhibition, % at 15 µM. recombinant FAS-TE, OMFH fluorogenic substrate, fluorescence endpoint. P49327. actives 0.67% (n = 360,000);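 active means compounds whose normalised, plate-corrected inhibition of enzyme fluorescence in the single-dose primary screen is 50% or more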;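 further: 0% = DMSO with enzyme and 100% = substrate without enzyme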
# Rin1-Abl PPI inh – blocks binding of human Rin1 to Abl | TR-FRET Rin1/Abl binding, biochemical | inhibition, % at 7.35 µM | actives 0.4% (n = 360,000) | P00519+Q13671 | AID 588664; in the data active means inhibition above about 5%, passing the limit was not always enough
# SKN-1 block – blocks SKN-1 activity in C. elegans. C. elegans VP596 Pgst-4::GFP/RFP ratio, acrylamide-induced, 24 h. inhibition, % at 21.8 µM. actives 0.49% (n = 360,000). AID 624304;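 active means interference check ratio from 0.5 to 1.5 plus GFP to RFP signal ratio inhibition reaching or exceeding a fixed threshold, cut at about 30% in these data, passing the limit was not always enough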; further: some compounds called inactive have numbers as strong as hits
# MLLE-PAM2 inh – blocks PAM2 peptide binding to the PABP1 MLLE domain; inhibition, % at 20 µM; actives 0.36% (n = 360,000); P11940; GST-MLLE / FITC-PAM2 fluorescence polarization; in the data active means inhibition above about 35%, passing the limit was not always enough;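 further: plate controls were DMSO wells with GST-MLLE for no effect and wells lacking GST-MLLE protein for full effect; some results filed as inactive read as strong as hits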
# CendR NRP1 mod – alters CendR peptide binding to human NRP-1; O14786; FAM-RPARPAR peptide binding to NRP-1, fluorescence polarization; inhibition, % at 25 µM; actives 0.85% (n = 360,000); AID 602438;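 active means inhibition or corrected inhibition above about 18%, plus a signal ratio from 0.5 to 1.5, limit read from the data, passing the limit was not always enough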; further: strong numbers were not always called active
# eLon inh – inhibitors of E. coli Lon protease | inhibition, % at 7.94 µM | actives 0.42% (n = 360,000) | purified E. coli Lon protease, fluorescence polarization; in the data active means inhibition above about 13%, passing the limit was not always enough;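 further: 0% = enzyme with probe and DMSO and 100% = no enzyme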
# Neddyl block – inhibitors of human cullin neddylation; TR-FRET cullin neddylation, biochemical; actives 0.58% (n = 360,000); calls only at 25 µM; in the data active means inhibition above about 36%
# Target sequence (P61081 whole entry, looked up): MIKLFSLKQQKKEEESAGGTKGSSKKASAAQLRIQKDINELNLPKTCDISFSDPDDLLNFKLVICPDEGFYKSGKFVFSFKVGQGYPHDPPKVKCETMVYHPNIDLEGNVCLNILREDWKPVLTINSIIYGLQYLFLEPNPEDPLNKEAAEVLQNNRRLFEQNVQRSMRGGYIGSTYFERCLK
# Target sequence (Q13564 whole entry, looked up): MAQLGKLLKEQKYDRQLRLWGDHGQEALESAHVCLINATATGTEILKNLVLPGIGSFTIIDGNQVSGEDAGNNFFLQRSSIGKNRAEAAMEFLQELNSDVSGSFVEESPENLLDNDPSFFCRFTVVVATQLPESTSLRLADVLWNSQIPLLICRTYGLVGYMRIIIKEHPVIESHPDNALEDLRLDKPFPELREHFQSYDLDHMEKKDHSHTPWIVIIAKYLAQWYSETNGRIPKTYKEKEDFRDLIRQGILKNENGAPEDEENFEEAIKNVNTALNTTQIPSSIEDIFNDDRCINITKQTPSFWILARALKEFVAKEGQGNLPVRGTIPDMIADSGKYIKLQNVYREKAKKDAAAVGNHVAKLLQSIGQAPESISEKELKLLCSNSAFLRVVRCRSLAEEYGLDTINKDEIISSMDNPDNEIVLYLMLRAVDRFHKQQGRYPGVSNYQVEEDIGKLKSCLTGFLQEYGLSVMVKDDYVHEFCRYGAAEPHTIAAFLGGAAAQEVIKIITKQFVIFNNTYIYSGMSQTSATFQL
# MT1-MMP act inh – blocks activation of human MT1-MMP. actives 0.061% (n = 360,000). GFP/RFP ratio change, % at 20 µM. AID 651647. P50281. HT1080 RFP-PRO-GFP cells, GFP/RFP ratio fluorescence, overnight; percent of plate control window, DMSO zero;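 active means GFP/RFP ratio change of at least 30% with cell ATP level not reduced by more than half and red fluorescence within 50% of control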; further: strong numbers were not always called active
#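 Assay system – RFP-PRO-GFP reporter HT1080 cells · Compound dosing – single dose of 20 µM compound, 1% DMSO final · Incubation – overnight compound exposure at 37 °C · Measure – GFP/RFP fluorescence ratio · Benchmarks – DMSO wells and RFP-L50D-GFP cells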
# bovine MsrA act – activators of bovine methionine sulfoxide reductase A. AID 602163. purified bovine MsrA, absorbance read-out. actives 0.3% (n = 360,000). activation, % at 10.6 µM; in the data active means activation above about 7.5%;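 further: 0% = vehicle and 100% = reference activator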
# * = called active by the depositor; i = inactive; nt = no result given; + = active, no number.
SMILES,FAS TE block,Rin1-Abl PPI inh,SKN-1 block,MLLE-PAM2 inh,CendR NRP1 mod,eLon inh,Neddyl block,MT1-MMP act inh,bovine MsrA act
CCOC(=O)c1cccc(NC(=O)CCNS(=O)(=O)c2cccc3nonc23)c1,0.5,0.6,-9.8,14.1,9.6,-1.7,i,-2.7,-2.5
Cc1ccccc1N1CC(O)(c2ccccc2)[N+]2=C1SCC2 (centres undefined),2.0,-2.4,9.8,3.5,1.9,-4.9,i,-0.8,-1.6
CC1C(C)N(C(=O)CCl)c2ccccc2N1C(=O)CCl (centres undefined),-0.6,2.3,-0.7,-8.6,27.7*,-4.8,i,1.2,-4.3
N#CCc1ccc(NC(=O)c2ccc(CN3CCc4ccccc4C3)cc2)cc1,4.9,-3.3,0.8,-8.8,8.4,-2.4,i,-1.1,-2.3
O=C(Nc1ccccn1)c1sc2cc([N+](=O)[O-])ccc2c1Cl,1.2,-1.6,-7.7,22.7,-3.4,5.5,i,2.0,-12.2
Fc1ccc(-c2nc3ccc(Br)cn3c2Cc2ccccc2C(F)(F)F)cc1,14.2,-2.1,50.9*,0.9,-15.2,3.4,i,-0.4,-9.4
CS(=O)(=O)C1=C(O)C(=O)N(c2ccccc2)C1c1ccccc1 (centres undefined),-5.7,0.5,-16.6,0.5,1.0,4.0,i,0.0,-7.7
Cc1ccc(-c2nn(C)c(=O)c3ccccc23)cc1S(=O)(=O)NCCN(C)C,0.1,1.9,-5.8,-7.7,3.8,3.5,i,-1.1,-10.9
CS(=O)(=O)N1CCCC(C(=O)NCCCN2CCOCC2)C1 (centres undefined),-5.9,1.1,9.8,13.1,22.6,1.3,i,3.2,-1.8
O=C(CSc1nnc2c(Cl)cc(C(F)(F)F)cn12)Nc1ccc2c(c1)OCO2,1.0,-7.4,-11.8,-16.3,-6.2,-4.4,i,-3.7,-2.5
COc1ccc(NS(=O)(=O)c2cccc(C(=O)N3CCN(c4ccccc4O)CC3)c2)cc1,4.5,1.8,1.8,6.2,2.3,-6.7,i,0.5,-2.1
COC(=O)c1cc2c(ccn2-c2ccc(F)cc2)n1CC(=O)OC(C)C,18.7,0.7,1.6,-1.9,0.8,-8.4,+,-0.1,-1.1
CCOc1ccc(/C=C/C(=O)OCC(=O)NCCc2ccc(OCC)c(OCC)c2)cc1OC,-1.5,0.7,7.7,0.8,-4.2,-15.8,i,-1.8,-4.8
Cc1ccc(-n2nnc3c(=O)n(CC(=O)N4CCCC4)cnc32)cc1,-7.2,1.6,-2.5,-10.4,-5.8,3.4,i,11.8,-2.3
Cc1ccc(S(=O)(=O)N2CCC(=O)N([C@H](COCc3ccc(Cl)c(Cl)c3)Cc3ccccc3)CC2)cc1,24.7,nt,5.4,nt,-1.1,-3.8,i,-2.6,-1.6
CCCn1c(N)c(C(=O)COC(=O)/C=C/c2ccc(OC(F)F)c(OC)c2)c(=O)[nH]c1=O,-9.0,-3.0,5.4,-2.2,18.4,-10.9,i,-2.3,-1.6
Cc1cc(=O)oc2cc(OCC3CC(c4ccccc4Cl)=NO3)ccc12 (centres undefined),22.3,-2.2,6.4,6.3,-13.6,-4.1,i,9.9,-3.9
CC(C)C(=O)O/N=C1\CCS(=O)(=O)c2sccc21,-10.0,2.6,-18.1,-0.9,-3.6,3.0,i,-2.9,-12.0
COc1ccc(NC(=O)CCNS(=O)(=O)c2ccc3c(c2)c(=O)n(C)c(=O)n3C)cc1OC,-3.7,2.5,-4.0,-1.6,11.9,2.9,i,-0.5,-1.0
C=CCOc1ccccc1CN1CCC(n2nccc2NC(=O)C2CC2)CC1,-4.7,2.4,-8.0,-4.4,8.8,7.9,i,1.1,-9.0

# Reprinted from the listing (five entries):
SMILES,FAS TE block,Rin1-Abl PPI inh,SKN-1 block,MLLE-PAM2 inh,CendR NRP1 mod,eLon inh,Neddyl block,MT1-MMP act inh,bovine MsrA act
Cc1ccc(S(=O)(=O)N2CCC(=O)N([C@H](COCc3ccc(Cl)c(Cl)c3)Cc3ccccc3)CC2)cc1,24.7,nt,5.4,nt,-1.1,-3.8,i,-2.6,-1.6
CCCn1c(N)c(C(=O)COC(=O)/C=C/c2ccc(OC(F)F)c(OC)c2)c(=O)[nH]c1=O,-9.0,-3.0,5.4,-2.2,18.4,-10.9,i,-2.3,-1.6
Cc1cc(=O)oc2cc(OCC3CC(c4ccccc4Cl)=NO3)ccc12 (centres undefined),22.3,-2.2,6.4,6.3,-13.6,-4.1,i,9.9,-3.9
CC(C)C(=O)O/N=C1\CCS(=O)(=O)c2sccc21,-10.0,2.6,-18.1,-0.9,-3.6,3.0,i,-2.9,-12.0
COc1ccc(NC(=O)CCNS(=O)(=O)c2ccc3c(c2)c(=O)n(C)c(=O)n3C)cc1OC,-3.7,2.5,-4.0,-1.6,11.9,2.9,i,-0.5,-1.0

# (next part)
SMILES,FAS TE block,Rin1-Abl PPI inh,SKN-1 block,MLLE-PAM2 inh,CendR NRP1 mod,eLon inh,Neddyl block,MT1-MMP act inh,bovine MsrA act
CCC(C)NC(=O)c1cnc2n(c1=O)CCS2 (centres undefined),-2.6,1.3,9.8,1.2,-10.0,1.2,i,-0.3,-0.3
COc1ccc(N2CCN(CCCNC(=O)CN3C(=O)COc4ccccc43)CC2)cc1,-5.3,-5.6,11.1,-5.4,2.0,9.4,i,3.0,-0.9
S=C(c1ccc(-c2ccccc2Cl)o1)N1CCOCC1,15.3,1.1,13.8,40.5*,7.8,-6.9,i,-1.0,-5.0
Cc1nc2ccccn2c1C(=O)NN=C1CCN(C)CC1,-4.4,0.0,8.2,3.5,-15.3,3.5,i,-0.7,-2.3
O=C(CCCn1c(=O)[nH]c2ccc(Br)cc2c1=O)NCc1ccc(Cl)cc1,-0.4,1.2,-0.5,3.1,-6.8,4.2,i,5.4,0.5
Cc1cc2nc(-c3ccc(NC(=O)C(C)C)cc3)oc2cc1C,-5.5,1.4,11.0,-11.7,-4.9,5.2,i,0.9,-9.9
Cc1cccc(Nc2nnc(SCC(O)=C(C#N)c3nc4ccccc4[nH]3)s2)c1,0.7,2.0,-5.7,-93.7,-69.7,-34.1,i,-20.7,-7.1
Cc1c(C(=O)N2CCC2)oc2ccc(Cl)cc12,0.3,-1.0,3.9,-1.5,2.9,-2.3,i,-2.0,-1.5
CCNC(=O)c1cc(S(=O)(=O)N(C)C)c(Cl)cc1Cl,-7.7,6.1,-16.7,-0.1,4.4,-3.1,i,11.5,-16.1
Cc1ccc(-c2nn(CC(=O)O)c(=O)c3ccccc23)cc1,-9.7,4.4,2.1,8.8,6.4,-3.8,i,2.7,5.1
c1ccc(Cc2nnc(N3CCCCC3)c3ccccc23)cc1,1.6,-4.0,-6.9,10.6,7.7,-12.1,i,1.4,0.3
Cc1[nH]n(-c2ccccc2)c(=O)c1S(=O)(=O)c1ccccc1,4.6,6.4,-3.0,9.0,-13.6,-0.3,i,-0.5,-8.5
CCOc1cc(/C=C2/SC(=S)N(CC(=O)O)C2=O)ccc1OC(=O)c1cccs1,-0.8,4.2,-2.3,19.8,-38.3,6.4,i,26.2,-9.3
COc1ccccc1CNC(=O)c1c(-c2ccccc2Cl)noc1C,-0.1,4.2,15.2,-14.6,-4.3,-5.7,i,-1.5,3.6
Cc1cc(C)nc(SCc2nnc(SCC(=O)Nc3nc(-c4ccccc4)cs3)n2C)n1,-11.6,-0.2,21.1,-13.8,9.4,-9.9,i,-2.6,-3.7
Cc1cc(=O)oc2cc(OCCSCCN3CCCCC3)ccc12,3.3,-3.2,-6.1,4.9,-3.6,4.0,i,3.0,-12.0
CC(C)C(c1nnnn1Cc1ccc(F)cc1)N1CCN(C(=O)c2ccco2)CC1 (centres undefined),-4.2,-3.1,0.4,20.7,-4.2,0.9,i,-2.6,-1.6
O=C1OCc2cccc3cccc1c23,-3.9,-4.3,-12.5,1.0,-4.7,-2.9,nt,5.9,-12.3
Oc1ccc(/C=N/Nc2ccnc3cc(Cl)ccc23)c(O)c1,1.5,-3.0,-10.0,-59.8,-14.1,-28.6,i,-3.3,-2.8
COC(=O)c1sc(-c2ccc(Cl)cc2)cc1NC(=O)COCC(=O)O,0.2,0.4,3.5,-8.8,-17.5,0.7,i,1.0,-4.1
CCN(C[C@H]1N[C@@](CC)(C(=O)OC)[C@H]2C(=O)N(C)C(=O)[C@@H]12)S(=O)(=O)c1ccccc1,-9.5,0.3,14.7,-4.1,-6.6,-11.0,i,2.2,-0.6
CCCCOc1ccc(C(C)NC(=O)C2CCCN(S(=O)(=O)CC)C2)cc1 (centres undefined),5.1,-2.7,5.3,7.9,12.5,-2.7,i,-4.6,3.5
COCCCNC(=S)Nc1ccc2nc(N3CCOCC3)cc(C)c2c1,-2.1,-2.8,-2.4,-16.5,0.9,-2.7,i,2.9,-5.3
CC(C)(C)c1ccc(C(=O)NCC(=O)OCC(=O)Nc2ccccc2[N+](=O)[O-])cc1,29.7,0.5,-1.4,3.1,-2.4,0.7,i,2.5,-3.1
Cc1ccc(CN2CCNC(=O)C2CC(=O)NCC(F)(F)F)o1 (centres undefined),-3.4,3.2,-2.6,-0.2,10.8,-11.9,i,-8.2,-2.8
c1ccc2c(C3=NNC(=NC4CCCCC4)SC3)c[nH]c2c1,-87.0,-2.1,8.2,-118.7,-45.8,-2.5,i,0.3,-2.9
NC(=O)c1cc2ccc(O)cc2oc1=Nc1ccccc1,-5.5,2.3,9.7,-74.0,0.9,-10.1,+,-17.4,-10.9
O=C(NNc1nc(=O)c2cccnc2s1)c1ccccc1O,0.1,3.9,3.2,-2.6,-0.5,-3.9,i,1.0,-3.6
Cc1ccc(C2Nc3ccccc3NC3=C2C(=O)OC(C)C3)cc1 (centres undefined),-10.5,-2.5,14.1,9.9,-8.4,2.2,i,9.6,-5.0
CCNC(=O)/C(C#N)=C/c1c(N2CCCCCC2)nc2c(C)cccn2c1=O,12.1,-1.9,-3.7,6.8,6.4,-2.2,i,-5.5,0.1
N/C(=N\OC(=O)/C=C/c1ccc(Br)cc1)c1ccccn1,-7.0,1.2,9.2,3.6,-5.7,6.2,i,1.7,0.5
O=C(Cc1ccccc1)Nc1ccccc1CO,-15.6,1.2,-9.3,-6.4,-0.1,-1.8,i,5.6,-11.0
CCOC(=O)c1c(C)[nH]c(C(=O)OCC(=O)Nc2cc(C)ccc2OC)c1C,-3.4,1.1,-0.5,-3.0,-3.3,-10.7,i,3.6,-4.9
Cc1cnc(NC(=O)CSc2ncn(-c3ccccc3)n2)s1,-4.7,1.3,22.3,16.2,-6.5,2.8,i,2.9,-1.5
O=C(CCNC(=O)OCC1c2ccccc2-c2ccccc21)NOCc1ccccc1,8.2,-5.5,4.6,4.7,-9.8,-5.9,i,-1.0,-2.8
CSCCC(NC(=O)c1ccccc1Cl)C(=O)N1CCCCCCC1 (centres undefined),-5.1,0.6,2.5,-15.7,9.5,4.7,i,-4.7,-1.9
O=C(COC(=O)C1(c2ccccc2)CC1)N1CCN(c2ccc(F)cc2)CC1,6.5,-0.3,14.6,7.2,13.7,-4.3,i,-1.4,-2.4
COc1cc2c(cc1NC(=O)C(C)Sc1ccc(C)cc1)oc1ccccc12 (centres undefined),32.5,2.9,7.3,-7.0,-0.8,-11.1,i,-6.2,-6.4
O=c1c2ccccc2oc2cc(Br)ccc12,8.0,4.9,28.8,8.2,16.1,-18.7,i,-0.2,-3.7
N#Cc1cc2c(nc1SCC(=O)Nc1sc3c(c1C#N)CCC3)CCCCCC2,19.2,-1.8,26.3,1.8,8.4,-9.1,i,-8.0,-0.1
O=C(NCc1n[nH]c(=S)n1-c1ccc(Cl)c(Cl)c1)c1ccc(S(=O)(=O)N2CCOCC2)cc1,1.9,-1.2,-0.5,-48.6,-7.4,-2.5,i,1.0,-3.0

# Source: PubChem
